MT1-MMP act inh – blocks activation of human MT1-MMP. GFP/RFP ratio change, % at 20 µM. hit rate 0.061% among 360,000. HT1080 RFP-PRO-GFP cells, GFP/RFP ratio fluorescence, overnight; percent of plate control window, DMSO zero;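 active = GFP/RFP ratio change of at least 30% with cell ATP level not reduced by more than half and red fluorescence within 50% of control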; also: strong numbers were not always called active
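Assay system: HT1080 RFP-PRO-GFP cells | Dosing: 20 µM single dose, 1% DMSO | Incubation: Cells overnight before dosing, compound overnight, 37 °C, 5% CO2 | Evaluation: GFP/RFP fluorescence ratio | Control set: DMSO-only wells and HT1080 RFP-L50D-GFP cell wells as references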
NadD inh – NadD (S. aureus) enzyme inhibition | inhibition, % at 20 µM | purified NadD enzyme, colorimetric absorbance read-out | hit rate 0.78% among 360,000; in the data active = inhibition above about 26%; also: some compounds past the cut are filed as inactive
MLLE-PAM2 inh – blocks PAM2 peptide binding to the PABP1 MLLE domain. P11940. hit rate 0.36% among 360,000. GST-MLLE / FITC-PAM2 fluorescence polarization. inhibition, % at 20 µM; in the data active = inhibition above about 35%, passing the limit was not always enough;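 also: plate controls were DMSO wells with GST-MLLE for no effect and wells lacking GST-MLLE protein for full effect; some results filed as inactive read as strong as hits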
FAS TE block – FAS thioesterase (human) inhibition. recombinant FAS-TE, OMFH fluorogenic substrate, fluorescence endpoint. inhibition, % at 15 µM. hit rate 0.67% among 360,000;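 active = compounds whose normalised, plate-corrected inhibition of enzyme fluorescence in the single-dose primary screen is 50% or more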;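 also: 0% = DMSO with enzyme and 100% = substrate without enzyme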
Rpn11 block – inhibitors of human proteasome Rpn11; calls only at 20 µM; hit rate 0.59% among 360,000; human 26S proteasome, Ub4-pepOG fluorescence polarization; 20S core pre-blocked with epoxomicin; O00487; AID 588493;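 active = inhibition at 20 µM, scaled to each plate's controls, above about 33%, limit read from the data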
Neddyl block – blocks human cullin neddylation; calls only at 25 µM; hit rate 0.58% among 360,000; P61081+Q13564; TR-FRET cullin neddylation, biochemical; in the data active = inhibition above about 36%
Target sequence (P61081 whole entry, looked up): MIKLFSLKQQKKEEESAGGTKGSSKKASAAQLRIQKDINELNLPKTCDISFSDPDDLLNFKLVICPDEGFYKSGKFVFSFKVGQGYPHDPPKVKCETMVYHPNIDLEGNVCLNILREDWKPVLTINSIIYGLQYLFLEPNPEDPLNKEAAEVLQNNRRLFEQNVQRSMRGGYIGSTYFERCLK
Target sequence (Q13564 whole entry, looked up): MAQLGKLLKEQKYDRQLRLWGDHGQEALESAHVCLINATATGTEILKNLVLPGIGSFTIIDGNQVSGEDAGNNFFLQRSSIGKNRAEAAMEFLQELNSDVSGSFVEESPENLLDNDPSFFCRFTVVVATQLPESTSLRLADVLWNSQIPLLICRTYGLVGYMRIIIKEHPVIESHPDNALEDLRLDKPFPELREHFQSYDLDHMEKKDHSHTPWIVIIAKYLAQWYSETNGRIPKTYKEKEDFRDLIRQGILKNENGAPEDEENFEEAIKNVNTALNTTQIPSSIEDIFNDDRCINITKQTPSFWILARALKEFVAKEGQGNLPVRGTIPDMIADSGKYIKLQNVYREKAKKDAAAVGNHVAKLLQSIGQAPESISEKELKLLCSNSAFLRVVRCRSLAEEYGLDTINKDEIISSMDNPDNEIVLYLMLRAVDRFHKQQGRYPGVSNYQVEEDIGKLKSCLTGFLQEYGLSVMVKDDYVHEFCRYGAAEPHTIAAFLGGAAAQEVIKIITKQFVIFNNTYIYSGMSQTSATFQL
Rin1 Abl inh – human Rin1-Abl interaction inhibition. inhibition, % at 7.35 µM. AID 588664. P00519+Q13671. hit rate 0.4% among 360,000. TR-FRET Rin1/Abl binding, biochemical; in the data active = inhibition above about 5%, passing the limit was not always enough
SKN-1 block – inhibitors of C. elegans SKN-1; C. elegans VP596 Pgst-4::GFP/RFP ratio, acrylamide-induced, 24 h; inhibition, % at 21.8 µM; hit rate 0.49% among 360,000;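 active = interference check ratio from 0.5 to 1.5 plus GFP to RFP signal ratio inhibition reaching or exceeding a fixed threshold, cut at about 30% in these data, passing the limit was not always enough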; also: some compounds called inactive have numbers as strong as hits
CSN deneddyl inh – CSN deneddylation inhibition; Q92905; Purified CSN, SCF-Nedd8-OG deneddylation, fluorescence polarization; inhibition, % at 12.5 µM; hit rate 0.38% among 360,000; AID 651999;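 active = pattern-corrected inhibition above about 35%, with an unprinted fluorescence ratio check between 0.5 and 1.5, limit read from the data, passing the limit was not always enough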;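 also: 0% = enzyme with substrate and 100% = substrate without enzyme; some results filed as inactive read as strong as hits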
Target sequence (Q92905 whole entry, looked up, one chain of several): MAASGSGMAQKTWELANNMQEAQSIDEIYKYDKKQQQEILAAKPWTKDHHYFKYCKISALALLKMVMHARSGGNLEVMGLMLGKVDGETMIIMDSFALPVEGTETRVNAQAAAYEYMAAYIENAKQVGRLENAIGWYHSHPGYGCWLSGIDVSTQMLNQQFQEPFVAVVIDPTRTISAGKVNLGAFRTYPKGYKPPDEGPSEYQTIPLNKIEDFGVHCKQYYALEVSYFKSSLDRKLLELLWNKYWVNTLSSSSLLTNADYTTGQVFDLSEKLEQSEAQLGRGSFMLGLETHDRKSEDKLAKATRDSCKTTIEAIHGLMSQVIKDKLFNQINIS
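Schedule: reaction 90 min, room temperature / Assay system: HEK293T-derived human Csn5 enzyme / Input: Csn5 at 0.24 nM final / Measure: inhibition of Csn5 cleavage, % / Control set: substrate-only high control, full reaction low control / Technique: fluorescence polarization of the substrate / Buffer or medium: Tris/NaCl/DTT buffer, pH 7.5 / Reagent: SCFSkp2-Nedd8OG substrate at 10 nM final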
The depositor's hits bear a star; i = inactive; nt = not tested or not shown; + = active, no number.

1: CCSC1(SCC)N=C(N)C2(C#N)C(c3ccc(F)cc3)C12C#N (stereo unspecified)
2: O=C(CCCOc1ccccc1)Nc1ccc(Br)cc1
3: CC1CC(C)CN(CCOc2ccccc2-c2ccccc2)C1 (stereo unspecified)
4: C=CCn1c(C)cc(C(=O)COC(=O)CCc2cc(OC)c(OC)c(OC)c2)c1C
5: COc1ccc(-c2cc(C(F)F)nc(-n3nc(C)cc3C)n2)cc1
compound no.	1	2	3	4	5
MT1-MMP act inh	2	12	1	0	0
NadD inh	-4	-1	-1	-2	1
MLLE-PAM2 inh	11	9	-7	7	8
FAS TE block	25	3	-10	1	9
Rpn11 block	i	i	i	i	i
Neddyl block	i	i	i	i	nt
Rin1 Abl inh	0	-1	3	0	-4
SKN-1 block	-13	4	6	-23	-2
CSN deneddyl inh	4	0	-14	-1	-1

6: Cc1ccccc1Nc1nc(N)nc(COC(=O)C2CCCCC2)n1
7: CSc1ncc(C(=O)Nc2cccnc2)c(C(F)(F)F)n1
8: C[N+](C)(C)CC=O
9: COc1ccc(/C=C2/C(=O)N(c3nc4ccccc4s3)N=C2CSc2ccc(Cl)cc2)cc1
10: COc1cc(/C=C2\SC(=S)N(CCC(=O)NCCc3ccccc3)C2=O)cc(OC)c1OC
compound no.	6	7	8	9	10
MT1-MMP act inh	3	-3	-3	9	-1
NadD inh	-3	1	-2	73*	0
MLLE-PAM2 inh	-7	3	-6	17	-5
FAS TE block	-7	-8	-5	4	-8
Rpn11 block	i	i	i	i	i
Neddyl block	i	i	i	i	i
Rin1 Abl inh	-1	-2	-1	-4	0
SKN-1 block	4	24	10	2	0
CSN deneddyl inh	-1	0	1	-7	6

11: C(=C\N1CCCCCC1)/c1nnnn1-c1ccc(-c2ccccc2)cc1
12: O=C(CSc1nc2cc(Cl)ccc2o1)N1CCOCC1
13: CN(C(=O)CN1C(=O)NC2(CCc3ccccc32)C1=O)C1CCS(=O)(=O)C1 (stereo unspecified)
14: COc1ccccc1C(=O)COC(=O)CSC(C)C(=O)Nc1cc(C)on1 (stereo unspecified)
15: COC1=C(N)C(=O)c2nc(C)ccc2C1=O
compound no.	11	12	13	14	15
MT1-MMP act inh	0	4	-4	0	1
NadD inh	6	4	-5	-5	2
MLLE-PAM2 inh	7	-5	7	9	17
FAS TE block	35	-7	-5	-6	30
Rpn11 block	i	i	i	i	i
Neddyl block	i	i	i	i	i
Rin1 Abl inh	1	0	2	1	4
SKN-1 block	9	-26	-7	15	-11
CSN deneddyl inh	1	-2	-3	0	4

16: Cc1cc(C)cc(-n2ncc3c2CCCC3NC(=O)c2cc(C)[nH]n2)c1 (stereo unspecified)
17: COc1ccc(CCNc2ccc(C)cc2)cc1
18: Clc1ccc2c(c1)-c1nnc(Br)n1-c1ccccc1S2
19: CN(C)c1ccc(C2Nc3ccccc3C(=O)N2NS(C)(=O)=O)cc1 (stereo unspecified)
20: C=CCN(C(=O)c1csnn1)C(C(=O)NCc1ccccc1)c1cccs1 (stereo unspecified)
compound no.	16	17	18	19	20
MT1-MMP act inh	3	9	-5	1	-5
NadD inh	-4	0	-3	-5	-4
MLLE-PAM2 inh	2	12	-128	-23	23
FAS TE block	-2	12	0	-5	-1
Rpn11 block	i	i	i	i	i
Neddyl block	i	i	i	i	i
Rin1 Abl inh	0	1	1	-2	2
SKN-1 block	6	12	7	-3	7
CSN deneddyl inh	-6	-2	-2	-2	4

21: COC(=O)/C(=C/c1ccc(F)cc1)NC(C)=O
22: COCc1nnc(NC(=O)c2cc3ccccc3o2)s1
23: CC(=O)Nc1ccc(NC(=O)CCNC(=O)c2ccccc2Cl)cc1
24: CNC(=O)COc1ccc(S(=O)(=O)N2CCCC2)cc1
25: COc1ccc(Cl)cc1NC(=O)c1cc(-c2ccco2)on1
compound no.	21	22	23	24	25
MT1-MMP act inh	11	3	0	1	-4
NadD inh	1	1	-4	0	18
MLLE-PAM2 inh	-5	-10	3	6	-24
FAS TE block	-9	-6	-4	-6	-2
Rpn11 block	i	i	i	i	+
Neddyl block	i	i	i	i	i
Rin1 Abl inh	3	2	-1	-1	2
SKN-1 block	-7	6	-4	8	10
CSN deneddyl inh	-5	1	3	-5	20

26: CCCOC(=O)Cn1c(=O)c2cc3c(=O)n(CC(=O)OCCC)c(=O)c3cc2c1=O
27: O=c1oc2ccccc2nc1/C=C(O)/C=C/c1ccc(F)cc1
28: C[C@@H]1CN([C@@H](C)CO)S(=O)(=O)c2ccc(Br)cc2O[C@H]1CN(C)C(=O)Nc1ccc2c(c1)OCO2
29: COC(=O)c1ccc(CSc2nc3ccccc3c(=O)n2-c2ccc(OC)c(OC)c2)o1
30: O=C(CN1CCN(C/C=C/c2ccccc2)CC1)Nc1ccccc1C(=O)NC1CC1
compound no.	26	27	28	29	30
MT1-MMP act inh	2	-2	2	-7	0
NadD inh	-10	0	-6	-4	-3
MLLE-PAM2 inh	-12	-35	11	-2	15
FAS TE block	-4	-9	-6	29	-4
Rpn11 block	i	i	i	i	i
Neddyl block	i	i	i	i	i
Rin1 Abl inh	-3	1	1	1	3
SKN-1 block	-2	9	-6	4	13
CSN deneddyl inh	6	2	-6	0	1

31: CCOc1ccc(N(CC(=O)Nc2cccc(C)c2)S(C)(=O)=O)cc1
32: CC(=O)NCCNC(=O)C1CCCCN1S(=O)(=O)c1ccccc1 (stereo unspecified)
33: O=C(COc1ccc(Cl)cc1Cl)Nc1c(-c2cccs2)nc2ccccn12
34: NCC1CC2c3ccccc3C1c1ccccc12 (stereo unspecified)
35: CN(C)c1ccc(C(=O)OCc2cc(=O)n3ccsc3n2)cc1
compound no.	31	32	33	34	35
MT1-MMP act inh	3	1	0	-2	-2
NadD inh	-1	-6	9	-6	-3
MLLE-PAM2 inh	2	-15	-16	3	-39
FAS TE block	1	-5	0	-4	0
Rpn11 block	i	i	i	i	i
Neddyl block	i	i	i	i	i
Rin1 Abl inh	-1	0	-2	2	1
SKN-1 block	-6	-4	-5	3	-1
CSN deneddyl inh	4	-2	-6	0	-4

36: Nc1cccc(NP(=O)(c2ccccc2)c2ccccc2)c1
37: C[C@H](CO)N1C[C@H](C)[C@@H](CN(C)C(=O)CN2CCOCC2)Oc2cc(Br)ccc2S1(=O)=O
38: CC(=O)Nc1cccc(C(=O)OCC(=O)N2CCC(c3ccccc3)=N2)c1
39: O=C(Nc1sc2c(c1C(=O)O)CCCCC2)c1ccccc1
40: OCCNc1nc(C2CC2)nc2c1nnn2Cc1ccccc1Cl
compound no.	36	37	38	39	40
MT1-MMP act inh	-2	1	-1	-7	3
NadD inh	-4	1	0	-6	-10
MLLE-PAM2 inh	6	-41	-13	32	-8
FAS TE block	-4	-2	-3	0	-2
Rpn11 block	i	i	i	i	i
Neddyl block	i	i	i	i	i
Rin1 Abl inh	2	-3	1	1	2
SKN-1 block	4	1	0	8	17
CSN deneddyl inh	2	2	-1	-5	-6

41: CN(C)S(=O)(=O)c1ccc(N2CCCC2)c(C(=O)Nc2ccccc2)c1
42: Cc1ccc(CNc2ccc3c(c2)ncn3C)cc1
43: Cc1ccc(/C=C/C(=O)NCc2ccncc2)cc1
44: Cc1ccc(Cn2cc(C(=O)NN)c(=O)c3ccc(F)cc32)cc1
45: COc1ccc(Cn2c(=O)[nH]c3cc(C(=O)NCCCN4CCCC4=O)ccc3c2=O)cc1
compound no.	41	42	43	44	45
MT1-MMP act inh	-3	7	2	0	-2
NadD inh	7	5	-16	10	-2
MLLE-PAM2 inh	3	8	0	-9	3
FAS TE block	8	-9	-10	2	-3
Rpn11 block	i	i	i	i	i
Neddyl block	i	i	i	i	i
Rin1 Abl inh	-3	1	0	1	-2
SKN-1 block	6	-4	11	32	6
CSN deneddyl inh	2	-4	-2	-4	-3

8 of these compounds, reformatted.
item | Molecule | MT1-MMP act inh | NadD inh | MLLE-PAM2 inh | FAS TE block | Rpn11 block | Neddyl block | Rin1 Abl inh | SKN-1 block | CSN deneddyl inh
29 | COC(=O)c1ccc(CSc2nc3ccccc3c(=O)n2-c2ccc(OC)c(OC)c2)o1 | -7 | -4 | -2 | 29 | i | i | 1 | 4 | 0
30 | O=C(CN1CCN(C/C=C/c2ccccc2)CC1)Nc1ccccc1C(=O)NC1CC1 | 0 | -3 | 15 | -4 | i | i | 3 | 13 | 1
31 | CCOc1ccc(N(CC(=O)Nc2cccc(C)c2)S(C)(=O)=O)cc1 | 3 | -1 | 2 | 1 | i | i | -1 | -6 | 4
32 | CC(=O)NCCNC(=O)C1CCCCN1S(=O)(=O)c1ccccc1 (stereo unspecified) | 1 | -6 | -15 | -5 | i | i | 0 | -4 | -2
33 | O=C(COc1ccc(Cl)cc1Cl)Nc1c(-c2cccs2)nc2ccccn12 | 0 | 9 | -16 | 0 | i | i | -2 | -5 | -6
34 | NCC1CC2c3ccccc3C1c1ccccc12 (stereo unspecified) | -2 | -6 | 3 | -4 | i | i | 2 | 3 | 0
35 | CN(C)c1ccc(C(=O)OCc2cc(=O)n3ccsc3n2)cc1 | -2 | -3 | -39 | 0 | i | i | 1 | -1 | -4
36 | Nc1cccc(NP(=O)(c2ccccc2)c2ccccc2)c1 | -2 | -4 | 6 | -4 | i | i | 2 | 4 | 2

Following part:
46: CCCCCCC1CC(=O)NC(=O)N1 (stereo unspecified)
47: COc1ccccc1C(=O)COC(=O)c1cccc(S(=O)(=O)N2CCCC2)c1
48: COc1ccccc1N(CC(=O)N(CC(C)C)CC(C)C)S(=O)(=O)c1cccs1
49: Nc1nc(SCc2ccccc2)c2ncn(CCO)c2n1
50: Cn1c(=O)oc2cc(S(=O)(=O)NC3CCCCC3)ccc21
compound no.	46	47	48	49	50
MT1-MMP act inh	-3	0	-3	-1	3
NadD inh	-4	-13	-2	2	3
MLLE-PAM2 inh	-9	-3	-1	-2	11
FAS TE block	-4	19	3	-7	-4
Rpn11 block	i	i	i	i	i
Neddyl block	i	i	i	i	i
Rin1 Abl inh	0	-1	1	5	0
SKN-1 block	-2	4	0	2	17
CSN deneddyl inh	-3	5	1	-5	1

51: Cc1ccc(S(=O)(=O)NN2C(=O)c3ccccc3NC2c2ccccc2F)cc1 (stereo unspecified)
52: Cc1nnc(SCC(=O)c2ccc(S(=O)(=O)N3CCOCC3)cc2)n1-c1ccccc1
53: CCOCCCNC(=O)c1c[nH]c2c(CC)cccc2c1=O
54: O=C(O)C1CCCN(S(=O)(=O)Cc2ccccc2)C1 (stereo unspecified)
55: CCOc1ccc(N(CC(=O)NCC2CCCO2)C(=O)CCC(=O)Nc2ccccn2)cc1 (stereo unspecified)
compound no.	51	52	53	54	55
MT1-MMP act inh	-5	-2	4	0	-3
NadD inh	-1	13	-5	-3	4
MLLE-PAM2 inh	-13	4	6	-7	-4
FAS TE block	4	-5	-8	-11	-7
Rpn11 block	i	i	i	i	i
Neddyl block	nt	i	i	i	i
Rin1 Abl inh	13*	-4	-3	2	-4
SKN-1 block	7	4	13	12	-24
CSN deneddyl inh	1	2	-6	4	-1
